B2AR arrestin: beta2AR (human) beta-arrestin recruitment activity; beta-arrestin recruitment to beta2AR, cell-based reporter; 330,000 compounds, 0.02% hits; AID 492947; Potency, µM (series often up to 46.1 µM), without a hit: at the top dose activation, most hits filed as activators;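 note: potency is the fitted concentration of half-maximal effect; 0% = DMSO controls and full agonism = EC100 isoproterenol or metaproterenol; nearly all actives have a fitted effect of over 65% in size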
uPA generation: blocks generation of uPA at the cell surface | cell surface uPA generation assay, qHTS | Potency, µM (titrated, usually from 38.3 µM), for the others: at the highest dose activity change, negative = inhibition, usual class: inhibitors | 330,000 compounds, 0.31% hits | AID 540303; active = well fitted inhibition curve with a large enough effect; inconclusive = small, poorly fitted or top-dose-only effect; inactive = no such curve, though single readings can be large or run the other way; tested in mouse RAW 264.7 cells; note: potency is the fitted concentration of half-maximal effect; % is set by controls: 0 for no effect and ±100 for the full control effect; nearly all actives have a fitted effect of over 55% in size
USP2a inh: USP2a (human) protease inhibition | Potency, µM (top dose mostly 38.3 µM), for the others: at the highest dose activity change, negative = inhibition, actives largely listed as inhibitors | USP2 core, Ub-CHOP2 coupled fluorogenic reporter, 485/531 | 330,000 compounds, 0.01% hits;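 note: potency is the fitted concentration of half-maximal effect; plate controls were DMSO wells for no effect and full inhibition by NEM control for full effect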
Target sequence (O75604 whole entry, looked up): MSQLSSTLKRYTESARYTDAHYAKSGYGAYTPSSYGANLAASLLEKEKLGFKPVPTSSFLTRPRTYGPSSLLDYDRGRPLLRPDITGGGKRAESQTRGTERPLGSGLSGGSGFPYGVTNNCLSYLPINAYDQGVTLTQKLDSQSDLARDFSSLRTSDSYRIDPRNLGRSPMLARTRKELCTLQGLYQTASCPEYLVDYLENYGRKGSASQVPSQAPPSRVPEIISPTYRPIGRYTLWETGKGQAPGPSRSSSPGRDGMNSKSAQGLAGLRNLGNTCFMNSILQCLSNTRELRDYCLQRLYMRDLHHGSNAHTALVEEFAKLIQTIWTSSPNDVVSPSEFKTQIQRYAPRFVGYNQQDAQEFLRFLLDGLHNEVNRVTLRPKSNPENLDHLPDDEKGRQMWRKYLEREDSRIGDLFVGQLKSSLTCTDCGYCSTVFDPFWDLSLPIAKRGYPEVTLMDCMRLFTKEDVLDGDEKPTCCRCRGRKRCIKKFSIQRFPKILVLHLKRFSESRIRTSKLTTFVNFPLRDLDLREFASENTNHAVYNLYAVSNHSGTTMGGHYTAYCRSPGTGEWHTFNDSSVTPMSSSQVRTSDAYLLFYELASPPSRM
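Cell-free coupled assay: 10nM USP2 core preincubated 30min RT with compound in Tris-HCl pH 8.0/CaCl2/CHAPS buffer, then 25nM Ub-CHOP2 and 25nM reporter substrate; fluorescence (Ex 485/Em 531) read after 60min RT, normalized to NEM inhibition, concentration-response curves fitted.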
Chronic BCR inh: chronic active BCR signaling inhibition. 340,000 compounds, 0.05% hits. ABC-DLBCL IkBa-CBG/CBR reporter, luminescence ratio, 4 h. AID 493014. Potency, µM (top dose mostly 46.1 µM), for inactives: at the top dose ratio change, negative = lower green/red ratio, most hits filed as inhibitors; active = well fitted inhibition curve with a large enough effect in the signal ratio, with a control signal flat, not every such curve was filed as active; inconclusive = small, poorly fitted or top-dose-only effect, or effect the other way, or a change in a side signal; the % refers to the signal ratio;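 note: potency is the fitted concentration of half-maximal effect; plate controls were basal doxycycline-induced cells for no effect and cells given 10 µM MG132 for full effect; MG132 reads +100%, hits lower the ratio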
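TMD8 ABC-DLBCL cells carrying doxycycline-inducible green luciferase fused to IkappaBalpha plus unfused red luciferase were exposed to compounds (up to 46 uM) for 4 hrs at 37C. Activity came from the overlap-corrected green/red luminescence ratio.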
TCR activator: T cell receptor activation | Potency, µM (doses to about 9.22 µM), for the others: top-dose activation of IL-2 secretion, hits mostly activators | primary human leukocytes, anti-CD3, IL-2 HTRF, 48 h | 330,000 tested, under 10 active; note: % of control where 0% means no effect
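Compounds are tested in HTS on primary human leukocytes co-incubated with a-CD3 beads for 48 hr. IL-2 output is measured by time-resolved FRET.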
ELG1 DNA repair: ELG1-dependent DNA repair inhibition; 330,000 compounds, 2.3% hits; Potency, µM (doses to about 46.1 µM), inactives show top-dose activity change, negative = inhibition, hits mostly inhibitors; AID 504467; HEK293T ELG1-luciferase reporter, luminescence, 16 h; DNA damage induced by 5-fluorouridine; note: potency is the fitted concentration of half-maximal effect; % is set by controls: 0 for no effect and ±100 for the full control effect; nearly all actives have a fitted effect of over 55% in size
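Quantitative HTS, concentration-response format. 2,000 cells/well co-treated with 5-fluorouridine and compound, 16 hr in 5% CO2 at 37 °C; ONE-Glo luminescence read after 30 min.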
Mito fusion yeast: blocks mitochondrial division or promotes mitochondrial fusion; S. cerevisiae fusion-defective mutant growth rescue, CellTiterGlo 48 h; Potency, µM (series often up to 46.1 µM), inactives show at the top dose growth rescue (activation), most hits filed as activators; 320,000 compounds, 0.23% hits;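 note: potency is the fitted concentration of half-maximal effect; % of control where 0% means no effect; nearly all actives have a fitted effect of over 45% in size; temperature-sensitive fusion mutants such as fzo1-1 at 37 °C on non-fermentable ethanol glycerol medium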
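Compounds are tested for their ability to restore growth of mitochondrial fusion-defective yeast strains at non-permissive 37C in YPEG medium over 48 hours. Viability is quantified by luciferase luminescence.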
Tb PFK inh: T. brucei PFK enzyme inhibition; O15648; T. brucei PFK, ADP-Glo luminescence; Potency, µM (highest dose often 57.5 µM), without a hit: at the top dose activity, negative = inhibition, most hits filed as inhibitors; 330,000 compounds, 0.17% hits;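 note: potency is the fitted concentration of half-maximal effect; 0% = uninhibited 1x PFK enzyme wells and -100% = no-enzyme wells; nearly all actives have a fitted effect of over 60% in size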
Target sequence (O15648 whole entry, looked up): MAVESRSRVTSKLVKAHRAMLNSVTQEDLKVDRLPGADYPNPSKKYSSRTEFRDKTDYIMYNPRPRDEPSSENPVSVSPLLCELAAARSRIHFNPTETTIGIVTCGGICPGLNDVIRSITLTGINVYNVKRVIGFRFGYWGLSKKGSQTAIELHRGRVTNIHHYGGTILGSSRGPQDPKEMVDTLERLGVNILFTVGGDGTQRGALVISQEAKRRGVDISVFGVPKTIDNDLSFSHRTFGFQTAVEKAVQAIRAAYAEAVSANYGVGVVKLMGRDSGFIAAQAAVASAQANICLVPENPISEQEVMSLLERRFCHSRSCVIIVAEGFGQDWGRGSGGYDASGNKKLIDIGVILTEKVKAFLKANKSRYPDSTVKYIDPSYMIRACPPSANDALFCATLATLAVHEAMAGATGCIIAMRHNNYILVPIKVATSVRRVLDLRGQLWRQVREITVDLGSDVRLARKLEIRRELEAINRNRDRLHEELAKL
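ADP-Glo luminescence quantified ADP after 45 min at room temperature, with 1.25 nM T. brucei PFK, 0.1 mM ATP and 0.5 mM fructose-6-phosphate in pH 8.0 TEA buffer. qHTS titrations up to 57 µM; curves classified by quality.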
TSG101-PTAP inh: blocks PTAP/TSG101 interaction to inhibit HIV-1 budding. Q99816. Fluorescence polarization, FITC-PTAP peptide / Tsg101 binding. Potency, µM (doses to about 115 µM), without a hit: at the top dose activity change, negative = inhibition, actives largely listed as inhibitors. 340,000 tested, under 10 active. AID 493005; active = well fitted inhibition curve with a large enough effect in the main read-out, with a control signal flat, not every such curve was filed as active; inconclusive = small, poorly fitted or top-dose-only effect, or effect the other way, or a change in a side signal; inactive = no such curve, though single readings can be large or run the other way; note: potency is the fitted concentration of half-maximal effect; % of control where 0% means no effect
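Compounds were pin-transferred onto Tsg101 binding domain (10 uM final) in HEPES pH 7.5 buffer, then FITC-PTAP peptide was added at 50 nM final. After 20 min at RT, polarization reported peptide displacement across a qHTS concentration series.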
Eya2 inh: blocks the phosphatase activity of human Eya2. 330,000 compounds, 0.006% hits. Potency, µM (titrated, usually from 76.9 µM), for the others: top-dose activity, negative = inhibition, actives largely listed as inhibitors. O00167. AID 488837. recombinant Eya2, OMFP fluorescence dephosphorylation (OMFP is methylfluorescein phosphate); note: potency is the fitted concentration of half-maximal effect; % is set by controls: 0 for no effect and ±100 for the full control effect
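Eya2 (0.2 uM) preincubated 10 min at ambient with compound, then OMFP substrate added at 50 uM; 10 min reaction in 50 mM HEPES pH 7.5, 50 mM NaCl, 5 uM MgCl2, 0.05% BSA, 1 mM DTT. Fluorescence read at Ex 485/Em 525 nm.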
TSHR antag: antagonists of human thyroid stimulating hormone receptor; P16473; TSHR-expressing cells, TSH-stimulated cAMP HTRF, 2 h; stronger effect = lower value; activity change, negative = inhibition, % at 11.5 µM; 330,000 compounds, 0.2% hits; AID 504810;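 active = activity change below a set negative limit, meaning inhibition stronger than a set level, cut at about -70% in these data; inconclusive = activity change between two set negative limits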; note: % is set by controls: 0 for no effect and ±100 for the full control effect
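Competitive HTRF cAMP read-out (cryptate anti-cAMP antibody, cAMP-d2; 30 min, room temperature) in freshly harvested TSHR cells. Compounds added before TSH at EC80 (4nM final), followed by 2 hours' incubation at 37 deg C.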
Active calls of the source: *; ? = inconclusive; / = not tested or not shown; [ ] = another dose, or the depositor's remark. Unless noted, calls come from the whole dose curve; as a rule, active = well fitted curve in the direction sought with a large enough effect; inconclusive = small, poorly fitted or top-dose-only effect, or another doubt; inactive = no such curve, though single readings can be large; an effect the other way counts as inactive or inconclusive.

SMILES | B2AR arrestin | uPA generation | USP2a inh | Chronic BCR inh | TCR activator | ELG1 DNA repair | Mito fusion yeast | Tb PFK inh | TSG101-PTAP inh | Eya2 inh | TSHR antag
COc1cc(NC(=O)c2csc(-c3ccncc3)n2)cc(C(=O)Nc2cccc(C(F)(F)F)c2)c1 | -0.6% | 26% | -12% | 4% | 4% | 5.2µM* | -6% | 3% | -1% | -8% | -5
COc1cc(C2NC(=O)C(C#N)=C(S)N2c2ccc(C)cc2)ccc1OC(C)C (configuration not stated) | 2.9% | -1% | 6% | ? | 0% | ? | 6% | 5% | -11% | -6% | 12
COC(=O)c1[nH]c2ccc(Cl)cc2c1NC(=O)CN1CCc2cc(OC)c(OC)cc2C1 | -0.5% | 2% | 0% | 4% | 5% | 9.2µM* | 18% | 3% | -3% | 14% | 5
CCn1ncc(/C=N\NC(=O)c2ccc3c(c2)c(C)c(C)n3Cc2ccccc2)c1C | 0.4% | -6% | -10% | ? | -6% | ? | -3% | -1% | -5% | -17% | -4
COc1ccc(N2CCN(CCC(O)c3ccc4ccccc4c3)CC2)cc1 (configuration not stated) | 0.2% | -5% | -5% | -7% | -3% | -24% | 10% | -20% | -5% | 9% | 8
CN(Cc1cccs1)C(=O)/C=C/c1ccccc1[N+](=O)[O-] | 0.3% | -2% | -1% | 8% | -12% | -4% | 12% | 5% | 0% | 7% | 0
Cc1ccc(C)n1NC(=O)c1cccs1 | 0.1% | 3% | -1% | 0% | -6% | 1% | 4% | 3% | 0% | -1% | -7
CN(C)CCCCOc1ccccc1F | -0.1% | -4% | 9% | 0% | -6% | 0% | 2% | -5% | 0% | -9% | -16
O=C1CN(C(=O)c2cc([N+](=O)[O-])ccc2Cl)C(c2ccc(F)cc2)c2cc(F)ccc2N1 (configuration not stated) | -1.0% | -3% | -1% | 1% | 0%[46.1 µM] | -20% | 0% | 0% | -3% | 12% | 19
Cn1cccc1C(=O)NC(=O)COC(=O)CNS(=O)(=O)c1ccc(Br)cc1 | -1.7% | 0% | 2% | -12% | 0% | -3% | -2% | -3% | -2% | 10% | -2
CCc1[nH]nc2c1C1(CCN(C(=O)OCc3ccccc3)CC1)C(C#N)=C(N)O2 | -0.5% | 4% | -3% | ? | -1%[46.1 µM] | 3% | -2% | -2% | 0% | 1% | -7
CCCc1cc(C(=O)Nc2cccc(Cl)c2C)no1 | 0.1% | 1% | 1% | ? | 0% | ? | 11% | ? | 2% | -11% | 9
Cc1cc(Br)ccc1SCC(=O)OCC(=O)c1c(N)n(C)c(=O)n(C)c1=O | -0.1% | 17% | 2% | 2% | -5% | -4% | 3% | -5% | -1% | 4% | -3
COc1ccccc1-c1ccc(SCC(=O)Nc2cc(C)on2)nn1 | 0.3% | 2% | 0% | ? | 1% | 8% | 6% | 1% | -4% | -14% | 15
Cc1cc(NC(=O)CCC(=O)N(CC(=O)NC2CCCC2)Cc2ccc(F)cc2)no1 | -0.1% | 3% | 1% | ? | -2% | 6% | -2% | 3% | -10% | 3% | 1
O=C(CNCc1ccc(Cl)cc1)Nc1ccc2c(c1)OCCO2 | 0.2% | 5% | -1% | -5% | -2% | 6% | -1% | -5% | -8% | 11% | -1
Cc1nn2c(=O)c3c4c(sc3nc2n1-c1ccccc1)COC(C)(C)C4 | -0.3% | 1% | 0% | ? | -9% | ? | 3% | 5% | -4% | -6% | 14
CC(C)(C)OC(=O)COc1cc(OCC(=O)OC(C)(C)C)c2c(=O)cc(-c3ccccc3)oc2c1 | -0.7% | -29% | -12% | ? | 4% | ? | -4% | -1% | ? | ? | 22
O=c1oc2ccc(C#CC3(O)CCCCC3)cc2cc1-n1cc(-c2ccsc2)nn1 | 0.3% | 15% | 0% | -1% | -3% | 20% | -10% | 4% | -1% | 3% | 12
CCn1c(COc2ccccc2C)nnc1SCC(=O)NC1CCCC1 | -0.2% | -7% | -2% | -1% | 3% | ? | 2% | -3% | 0% | 2% | -11

Full records, quoted from the list. Order of screens: B2AR arrestin	uPA generation	USP2a inh	Chronic BCR inh	TCR activator	ELG1 DNA repair	Mito fusion yeast	Tb PFK inh	TSG101-PTAP inh	Eya2 inh	TSHR antag
Results for CCn1c(COc2ccccc2C)nnc1SCC(=O)NC1CCCC1 : -0.2%	-7%	-2%	-1%	3%	?	2%	-3%	0%	2%	-11
Results for Cc1ccc(C)n1NC(=O)c1cccs1 : 0.1%	3%	-1%	0%	-6%	1%	4%	3%	0%	-1%	-7
Results for Cc1cc(NC(=O)CCC(=O)N(CC(=O)NC2CCCC2)Cc2ccc(F)cc2)no1 : -0.1%	3%	1%	?	-2%	6%	-2%	3%	-10%	3%	1

Other compounds follow.
SMILES | B2AR arrestin | uPA generation | USP2a inh | Chronic BCR inh | TCR activator | ELG1 DNA repair | Mito fusion yeast | Tb PFK inh | TSG101-PTAP inh | Eya2 inh | TSHR antag
CC1(C)Cc2c(sc3[nH]c(=S)[nH]c(=O)c23)CO1 | 0.1% | 0% | 0% | ? | 1% | 6% | -1% | -25% | 3% | 6% | 54
CN(C)/C=C/C(=O)c1cnc(-c2ccccc2Cl)s1 | 0.7% | ? | 14% | 5% | -14% | ? | -1% | 1% | -4% | 4% | 15
O=C1OCc2cc(NC(=O)C3COc4ccccc4O3)ccc21 (configuration not stated) | -0.7% | 9% | 2% | ? | -4% | ? | 6% | ? | -5% | -2% | 0
CC1CCN(C(=O)Cn2cc(C(=O)c3ccco3)c3ccccc32)CC1 | 0.4% | -1% | 2% | 2% | / | 3% | 12% | -9% | -10% | 15% | 18
Cc1ccccc1C(=O)NCC(=O)NNC(=S)NC(=O)c1ccccc1C | -1.5% | 0% | 0% | 0% | -1%[46.1 µM] | -11% | / | 1% | 1% | 4% | -4
O=C(NCC1CCCO1)c1cc2n(n1)C(C(F)(F)F)CC(c1ccc(Br)cc1)N2 (configuration not stated) | 0.2% | / | -6% | -8% | 1% | -22% | -6% | -3% | -4% | -7%[15.4 µM] | 8
Cc1c(NC(=O)c2cc(-c3ccc(F)cc3)on2)c(=O)n(-c2ccccc2)n1C | -0.5% | / | -1% | ? | 5% | 11% | 3% | 0% | 0% | 5% | 21
O=C1S/C(=C\c2ccccc2)C(=O)N1CC(O)Cn1c2ccccc2c2ccccc21 (configuration not stated) | -0.6% | -4% | -5% | 2% | 1%[46.1 µM] | 11% | ? | 1% | -11% | -1% | 6
CC(/C=C/c1ccco1)=N/NC(=O)CNc1ccccc1C | 0.1% | 0% | 3% | -15% | -4% | 5% | -12% | -9% | -11% | 14% | -4
O=c1[nH]c2ccc(Cl)cc2c(-c2ccccc2)c1CN1CCOCC1 | 0.1% | -17% | 2% | -7% | 1% | -6% | 2% | 0% | -6% | 1% | 3
CN(C)CCNS(=O)(=O)c1ccc(N2CCN(c3ccc(F)cc3)CC2)c([N+](=O)[O-])c1 | -0.6% | -12% | 2% | ? | 0% | -6% | -6% | -3% | -3% | -8% | 7
Fc1ccc(NCc2cccnc2)cc1F | 0.2% | -10% | 11% | -17% | -7% | 11% | 1% | 24µM* | -26% | 28% | -1
COc1ccc(CNC(=O)c2c(C)nc3ccccn23)cc1 | 2.8% | -5% | 0% | -11% | -1%[46.1 µM] | 13µM* | -8% | 4% | -2% | 3% | 2
O=C(Cc1ccc([N+](=O)[O-])cc1)c1c(O)cc(O)cc1O | -1.0% | 3% | -1% | 0% | 2% | 11% | -6% | 1% | -1% | ? | -13
COC(=O)Nc1ccc(S(=O)(=O)N2CCC(C(=O)N3CCC(C)CC3)CC2)cc1 | -0.1% | 3% | 2% | -9% | 2% | ? | 0% | 10% | -5% | ? | 2
COC(=O)c1cn(NC(=O)C2CCC(C)CC2)c(=O)c2ccccc12 (configuration not stated) | -0.3% | -7% | 1% | -17% | -18% | -4% | 5% | -1% | -5% | ? | -10
CC(NC(=O)c1cccnc1)C(c1cccs1)N1CCN(c2ccccc2F)CC1 (configuration not stated) | 0.0% | 1% | 7% | -4% | 3% | ? | 7% | -3% | 0% | 6% | -10

Screening data: PubChem, National Center for Advancing Translational Sciences (NCATS)
